# F-actin modifier: modifiers of cytoskeleton assembly; inhibition, % at 2 µM; AID 836; 91,000 tested, 0.18% active; HUVEC TNFa F-actin phalloidin imaging, high content;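 active = inhibition above the batch mean plus 3 SD and confirmed as a hit by visual image inspection, cut at about 30% in these data, passing the limit was not always enough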; also: strong numbers were not always called active
# Smad3 FoxH1 inh: Smad3 (human) transcription factor binding inhibition | AID 630 | P84022 | 88,000 tested, 0.29% active | TR-FRET Smad3/Dy647-FoxH1 peptide binding, europium anti-His | inhibition, % at 25 µM;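 active = compounds that reduce the energy-transfer binding signal between the protein and its labelled peptide by more than half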;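 also: 0% = Smad3 plus labelled peptide maximal FRET and 100% = peptide-only background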
# HUVEC tox IL1B: toxic to HUVEC cells under IL-1B stimulation; HUVEC cell count loss, Hoechst imaging, IL-1B stimulated; cell count reduction, % at 2 µM; AID 845; 94,000 tested, 0.41% active;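 active = cell count reduction more than 3 SD above the screen-wide mean, cut at about 70% in these data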;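 also: normalized per plate to untreated control cells as the no-loss baseline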
# TNFa cytotox: HUVEC cytotoxicity counter-screen, TNF alpha stimulated | cell count reduction, % at 2 µM | HUVEC TNFalpha-stimulated, Hoechst cell count, imaging | AID 848 | 93,000 tested, 0.17% active;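 active = cell count reduction exceeding the screen mean by over 5 SD, scaled to untreated wells per plate, cut at about 78% in these data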;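 also: cells counted after 24 h of TNF alpha exposure following the 1 h pretreatment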
# Fibroblast inh: blocks proliferation of human lung fibroblasts; LL 47 human lung fibroblast viability, ATP luminescence; hits give low values; viability, % at 10 µM; 85,000 tested, 1.1% active; AID 719;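 active = viability at or below 50% in the single dose screen; inactive = viability above 50%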;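 also: compound exposure lasted 72 h before the ATP readout; 100% = median luminescence of untreated cell-only wells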
#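 Signal: luminescent ATP detection, CellTiter-Glo; assay system: LL 47 human lung fibroblasts; input: 1,150 cells/well; incubation: overnight cell rest, 72 h compound treatment at 37 °C; measure: % viability versus median cells-only luminescence; medium: IMEM growth medium with 15% fetal bovine serum; dosing: compound addition at 0.1% DMSO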
# HUVEC prolif 384: blocks proliferation of human endothelial cells | HUVEC proliferation, CellTiter-Glo luminescence, 72 h; hits give low values | viability, % at 10 µM (by protocol) | 86,000 tested, 1.1% active | AID 648;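 active = viability at or below 30%; inactive = viability above 30%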;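 also: 100% = median luminescence of DMSO-only cell control wells on each plate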
# H69AR inhibit: growth inhibitors of human H69AR lung tumor cells; H69AR lung tumor viability, ATP luminescence, 72 h; hits give low values; viability, % at 10 µM; 85,000 tested, 6% active;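 active = viability at or below 40%; inactive = viability above 40%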;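 also: multidrug resistant small cell line overexpressing MRP-1 efflux transporter; 100% = mean luminescence of untreated control wells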
# VCAM1 TNFa inh: reduces TNF alpha induced VCAM1 expression in HUVEC; HUVEC TNFa-induced VCAM-1 immunofluorescence, high-content imaging; inhibition, % at 2 µM; 95,000 tested, 0.48% active; AID 802;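 active = inhibition above the batch mean plus 3 SD, with images confirmed as a hit by eye, cut at about 37% in these data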;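 also: 0% = TNF-stimulated DMSO wells and 100% = unstimulated control wells; not every result past the cut was called active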
# PTK2B oligo ant: Pyk2 (human) oligomerization antagonism. Q14289. Q293 cells, Pyk2 FERM NanoBiT luminescence; hits give low values. z-score (the deposit names both 25 µM and 10 µM). 99,000 tested, 0.83% active. AID 1347419;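 active = Z-score of -3 or lower, scaled per plate to the spread of control and sample wells; inactive = z-score above -3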;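 also: negative z-score means lost luminescence so less FERM oligomerization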
# Target sequence (Q14289 whole entry, looked up): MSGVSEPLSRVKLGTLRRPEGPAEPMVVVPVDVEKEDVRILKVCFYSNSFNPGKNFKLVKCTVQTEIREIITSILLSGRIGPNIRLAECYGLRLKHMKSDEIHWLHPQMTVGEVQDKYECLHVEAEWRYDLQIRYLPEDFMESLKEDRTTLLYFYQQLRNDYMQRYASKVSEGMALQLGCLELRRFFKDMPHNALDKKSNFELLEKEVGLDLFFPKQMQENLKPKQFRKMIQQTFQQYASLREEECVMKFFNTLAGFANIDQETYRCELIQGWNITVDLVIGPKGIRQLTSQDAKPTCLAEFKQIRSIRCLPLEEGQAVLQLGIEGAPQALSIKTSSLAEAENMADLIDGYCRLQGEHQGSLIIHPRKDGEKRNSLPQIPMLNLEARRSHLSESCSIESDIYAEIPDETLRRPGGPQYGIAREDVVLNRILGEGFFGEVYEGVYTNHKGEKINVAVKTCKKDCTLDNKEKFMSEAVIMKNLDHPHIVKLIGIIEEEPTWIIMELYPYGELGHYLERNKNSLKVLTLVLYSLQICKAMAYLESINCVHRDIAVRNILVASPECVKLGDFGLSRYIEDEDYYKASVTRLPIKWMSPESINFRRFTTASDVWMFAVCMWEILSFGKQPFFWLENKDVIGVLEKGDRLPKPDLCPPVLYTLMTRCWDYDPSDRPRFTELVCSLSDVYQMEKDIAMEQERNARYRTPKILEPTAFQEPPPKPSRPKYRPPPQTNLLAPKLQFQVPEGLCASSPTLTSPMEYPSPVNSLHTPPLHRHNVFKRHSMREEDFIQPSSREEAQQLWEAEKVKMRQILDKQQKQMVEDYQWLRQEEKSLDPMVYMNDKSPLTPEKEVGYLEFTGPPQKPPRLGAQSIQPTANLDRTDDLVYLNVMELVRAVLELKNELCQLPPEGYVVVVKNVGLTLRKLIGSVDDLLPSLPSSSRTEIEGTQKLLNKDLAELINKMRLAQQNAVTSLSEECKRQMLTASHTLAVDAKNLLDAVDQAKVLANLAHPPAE
# Starred values were filed as active, the others as inactive; / = not tested or not shown; [ ] = another dose, or the depositor's remark.
SMILES	F-actin modifier	Smad3 FoxH1 inh	HUVEC tox IL1B	TNFa cytotox	Fibroblast inh	HUVEC prolif 384	H69AR inhibit	VCAM1 TNFa inh	PTK2B oligo ant
CCN1CCN(C(=O)CN(c2ccccc2C)S(C)(=O)=O)CC1	9	0	-19	-25	103	112	99	12	-0.04
Cc1ccc(C(=O)C(OC(=O)CN2C(=O)c3ccccc3C2=O)c2ccccc2)cc1C (stereo not drawn)	12	/	-7	-9	/	/	/	-22	-0.59
O=C(CSc1nc2cccnc2n1Cc1ccccc1)NCc1ccco1	-1	-1	23	-42	98	79	96	9	-0.23
CSc1ccc(S(=O)(=O)NCc2ccc(Cl)cc2Cl)cc1	0	6	-1	-2	107	89	85	17	0.31
CCN1C=C(Cc2ccccc2C)C2=C(C1)C(c1ccccc1C)C(C#N)=C(N)O2 (stereo not drawn)	-11	/	-18	-6	/	/	/	4	1.7
Cc1cc(C)c(C#N)c(SCS(=O)Cc2ccccc2)n1 (stereo not drawn)	-15	3[fluorescence artefact?]	-36	-18	103	97	92	-7	-1.8
CCc1ccc(S(=O)(=O)N2CC(=O)Nc3ccccc32)cc1	3	6	5	6	96	98	95	-12	-0.25
COc1ccc(OC)c(C2CC(=O)c3c([nH]c(C(=O)OC(C)C)c3C)C2)c1 (stereo not drawn)	7	-5	30	57	56	31	28*	41*	/
Cc1ccc(CCN2CC(C(=O)N3CCN(c4ccc(F)cc4)CC3)CC2=O)cc1 (stereo not drawn)	17	10	-5	-4	90	104	87	-3	0.36
O=C(NC1CCCCCC1)C1CCN(S(=O)(=O)c2ccc(F)cc2)CC1	-24	7	-26	-30	91	106	32*	17	0.92

# Sorted by value in F-actin modifier (falling): some entries from above.
SMILES,F-actin modifier
Cc1ccc(C(=O)C(OC(=O)CN2C(=O)c3ccccc3C2=O)c2ccccc2)cc1C (stereo not drawn),12
COc1ccc(OC)c(C2CC(=O)c3c([nH]c(C(=O)OC(C)C)c3C)C2)c1 (stereo not drawn),7
CCc1ccc(S(=O)(=O)N2CC(=O)Nc3ccccc32)cc1,3

# Returning to the listing, repeating the two entries before the break.
SMILES	F-actin modifier	Smad3 FoxH1 inh	HUVEC tox IL1B	TNFa cytotox	Fibroblast inh	HUVEC prolif 384	H69AR inhibit	VCAM1 TNFa inh	PTK2B oligo ant
Cc1ccc(CCN2CC(C(=O)N3CCN(c4ccc(F)cc4)CC3)CC2=O)cc1 (stereo not drawn)	17	10	-5	-4	90	104	87	-3	0.36
O=C(NC1CCCCCC1)C1CCN(S(=O)(=O)c2ccc(F)cc2)CC1	-24	7	-26	-30	91	106	32*	17	0.92
COc1cc(NC(=O)CSc2nnc(Cn3nnc4ccccc43)n2C)cc(OC)c1	-5	2	11	-9	105	103	93	-6	0.03
CCSc1oc(-c2ccccc2)nc1S(=O)(=O)c1ccccc1	9	10[fluorescence artefact?]	-13	7	94	87	99	5	-1.9
O=C(NCCc1csc(-c2cccnc2)n1)c1ccco1	9	1	8	-22	117	108	92	18	/
Fc1ccc(Cn2nnnc2C(c2ccc(Cl)cc2)N2CCSCC2)cc1 (stereo not drawn)	2	-9	1	22	98	102	89	6	-0.74
CCOc1cc2[nH]c(=O)n(Cc3cccc(OC)c3)c(=O)c2cc1OCC	18	2	-15	-34	95	101	21*	10	-0.39
CCCOC(=O)C1=C(C)NC2=C(C(=O)C(C(=O)OC)C(C)C2)C1c1ccc(N(CC)CC)cc1 (stereo not drawn)	-23	11[fluorescence artefact?]	22	8	87	87	75	2	-0.59
CCOC(=O)c1nc2nc(C)cc(=O)n2[nH]1	/	3	/	/	101	97	97	/	0.09
CCn1c(C2CC(=O)N(c3cc(C)cc(C)c3)C2)nc2ccccc21 (stereo not drawn)	/	6	/	/	99	109	105	/	/
COc1cnc(NS(=O)(=O)c2ccc(N)cc2)nc1	/	6	/	/	92	97	88	/	/
Cc1c(/C(O)=C2\C(=O)C(=O)N(CCN(C)C)C2c2cccs2)cnn1-c1ccccc1 (stereo not drawn)	2	4	-14	-26	103	99	96	2	1

# The list goes on:
SMILES	F-actin modifier	Smad3 FoxH1 inh	HUVEC tox IL1B	TNFa cytotox	Fibroblast inh	HUVEC prolif 384	H69AR inhibit	VCAM1 TNFa inh	PTK2B oligo ant
CCn1cc(C2=NCC(C)O2)c2ccccc21 (stereo not drawn)	-3	2	-32	3	100	92	86	3	1.5
Cc1c(C(=O)NCc2ccc(F)cc2)c(-c2ccccc2)nn1-c1ccccc1	5	/	-13	-11	/	/	/	8	-1.6
Cc1cc(C)c(C#N)c(SCC(=O)c2ccc(Cl)cc2Cl)n1	-29	3	-16	9	72	80	84	13	-1.6
CCCn1c(SCC(=O)Nc2sc(C)c(C)c2C(=O)OCC)nc2c1c(=O)n(C)c(=O)n2C	22	-1	-1	1	94	90	65	-31	-0.22
N#CC1=C(N)Oc2cc(O)ccc2C1c1cccs1 (stereo not drawn)	-7	2	-8	-3	100	96	67	13	-1.4
Cc1ccc(P(=O)(O)c2ccc(C)cc2)cc1	40	/	-17	-16	/	/	/	-3	-0.21
CC(C)CCNC(=O)CSc1nc2ccsc2c(=O)n1NC(=O)c1ccccc1	-4	3	-5	-6	97	90	87	3	-1.1
CCCCCc1c(C)nc(Nc2nc(C)c3cc(OC)ccc3n2)[nH]c1=O	0	6[fluorescence artefact?]	-28	-18	96	78	70	4	0.17
O=C(COC(=O)c1cccs1)Nc1ccccc1	36	6	-6	-13	99	97	87	2	1.7
COc1ccc(-c2c(C)oc3c(CN4CCN(CCO)CC4)c(O)ccc3c2=O)cc1OC	0	-4	-14	-22	100	100	100	-4	0.5

# Additional structures follow.
SMILES	F-actin modifier	Smad3 FoxH1 inh	HUVEC tox IL1B	TNFa cytotox	Fibroblast inh	HUVEC prolif 384	H69AR inhibit	VCAM1 TNFa inh	PTK2B oligo ant
O=C(Nc1ncc2c(n1)CC(c1ccccc1)CC2=O)c1ccco1 (stereo not drawn)	-8	/	-4	1	/	/	/	4	0.26
O=C(Nc1ccccc1)/C(=C\c1ccncc1)NC(=O)c1ccccc1	-1	/	-36	5	/	/	/	-5	0.13
CN(C)CCNC(=O)CCCNC(=O)Cn1cnc2sc3c(c2c1=O)CCCC3	3	15	-4	-6	96	89	96	-7	-1.5
CCCC(O)(CCC)C(=O)NNc1ccccc1	6	-4	12	-9	97	87	92	10	1.6
COc1ccc(S(=O)(=O)n2nc(OC(=O)c3c(-c4ccccc4Cl)noc3C)cc2N)cc1	/	-5	-11	-11	110	83	28*	12	-0.42
CCCCCn1c(=O)[nH]c2cc(C(=O)NCc3ccc4c(c3)OCO4)ccc2c1=O	14	-10	-7	-10	89	59	32*	0	0.48
CCc1ccccc1-n1cnc2cc(C(=O)O)ccc21	-1	0	13	-11	99	107	93	-6	0.14
C=C1c2cc(CC)ccc2NC(=O)N1c1ccc(C)cc1	-8	3	8	12	102	93	91	18	/
CN(CC(=O)NC(c1ccccc1)c1ccccc1)Cc1nc2ccccc2c(=O)[nH]1	-17	4	15	-19	101	96	46	-8	-0.73
Cc1ccc2oc(=O)c3cnn(CC(=O)NCCc4ccsc4)c3c2c1	-3	-5	10	14	86	97	104	-20	/

# Next section:
SMILES	F-actin modifier	Smad3 FoxH1 inh	HUVEC tox IL1B	TNFa cytotox	Fibroblast inh	HUVEC prolif 384	H69AR inhibit	VCAM1 TNFa inh	PTK2B oligo ant
COc1ccc2cnn(-c3ccccc3)c(=O)c2c1OC	2	7[fluorescence artefact?]	-15	/	108	98	105	0	0.55
COC(=O)C1=C(C(=O)c2ccc(C)cc2)C(c2ccccc2)n2nnnc2N1 (stereo not drawn)	21	-4	-6	-22	99	93	94	6	-0.51
O=C(/C=C/c1ccc(Br)cc1)NC(=S)NNC(=O)c1ccco1	/	-6	-21	/	73	61	36*	/	-0.07
CCOC(=O)c1c(C)[nH]c(C(=O)OCC(=O)Nc2cc(C)c(Cl)cc2OC)c1C	11	/	-16	-22	/	/	/	23	0.82
CCOC(=O)N1CCC(N2C(=O)c3ccccc3C2Nc2cccnc2)CC1 (stereo not drawn)	/	3	/	/	99	102	85	/	/
Cc1ccccc1-c1nc(-c2ccc(NC(=O)c3cccs3)cc2)no1	13	/	-9	-22	/	/	/	-2	0.85
Cc1cc(N=CC2=C(O)CCCC2=O)no1	4	-1	-11	-38	104	116	95	3	-0.27
COc1ccc2c(c1)c1nnc(SC)nc1n2C	39	2	-20	-12	88	93	71	12	-0.44
CN=c1oc2ccc(Cl)cc2cc1C(N)=O	/	0	/	/	100	100	93	/	0.5
CCOC(=O)N1CCN(CC(=O)Nc2c(C(=O)OC)[nH]c3cccc(Cl)c23)CC1	/	-3	/	/	109	92	82	/	1.3

# Sorted by formula weight (smallest number first): some entries from above.
SMILES	F-actin modifier	Smad3 FoxH1 inh	HUVEC tox IL1B	TNFa cytotox	Fibroblast inh	HUVEC prolif 384	H69AR inhibit	VCAM1 TNFa inh	PTK2B oligo ant
COc1ccc2cnn(-c3ccccc3)c(=O)c2c1OC	2	7[fluorescence artefact?]	-15	/	108	98	105	0	0.55
COC(=O)C1=C(C(=O)c2ccc(C)cc2)C(c2ccccc2)n2nnnc2N1 (stereo not drawn)	21	-4	-6	-22	99	93	94	6	-0.51
CCOC(=O)N1CCN(CC(=O)Nc2c(C(=O)OC)[nH]c3cccc(Cl)c23)CC1	/	-3	/	/	109	92	82	/	1.3

# (further entries)
SMILES	F-actin modifier	Smad3 FoxH1 inh	HUVEC tox IL1B	TNFa cytotox	Fibroblast inh	HUVEC prolif 384	H69AR inhibit	VCAM1 TNFa inh	PTK2B oligo ant
COc1ccccc1-c1noc(-c2ccncc2)n1	-2	1	-3	-22	103	91	92	6	0.07
COc1ccc([N+](=O)[O-])cc1COc1ccc2c(-c3ccccc3)cc(=O)oc2c1	-14	/	70*	-11	/	/	/	0	0.33
c1ccc2c(c1)CC1(CCCC1)n1nnnc1-2	-10	3	14	-10	103	92	92	0	-0.36
Cc1cc(C)n(CC(O)CN2c3ccccc3Sc3ccccc32)n1 (stereo not drawn)	-2	-9	-4	19	85	60	75	12	-1.5
O=C(c1ccco1)N1CCN(c2ccc(S(=O)(=O)N3CCCC3)cc2)CC1	34	-3	-5	-38	100	115	66	12	-0.5
Cc1ccc(S(=O)(=O)NCC(=O)OCC(=O)Nc2ncc(Cl)cc2Cl)cc1	7	0	-30	-14	88	105	86	3	0.12
CCn1nnc(NC(=O)c2cccnc2Cl)n1	-6	10	-55	-20	106	104	90	12	-0.06
Cc1cc(C(=O)CSc2nnnn2-c2ccccc2)c(C)n1CCc1ccccc1	-10	4	17	1	84	60	19*	0	0.37
O=C(c1ccccc1)N1CCN(C(=O)N2CCCCC2)CC1	/	3	/	/	97	87	97	/	-0.41
O=C(Nc1nccs1)c1cc2sccc2n1Cc1ccc(Cl)cc1	0	/	-2	-2	/	/	/	14	/
Cc1ccc(Sc2ncccc2COC(=O)Nc2ccccc2)cc1	9	/	-13	-15	/	/	/	-17	-1.3

# Screening results: PubChem, several laboratories

# These rows are one share of the data, so the mix of outcomes need not match the whole.
